# Bioassay records deposited in PubChem BioAssay by Broad Institute.
# PRC2 inh = inhibitors of human EZH2/PRC2 methyltransferase. Q15910. PRC2 H3K27 methylation, DELFIA TRF, 1 h. inhibition, % at 12.5 µM. hit rate 0.35% among 57,000. AID 651548;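 active = mean inhibition of replicates at least 50% and every single replicate also reaching 50%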;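 also: dimethyl H3K27 on biotinylated H3 21-44 peptide detected by antibody; plate controls were median neutral control wells for no effect and median positive control wells for full effect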
# IDH1 mut inh = inhibitors of human IDH1 R132H; hit rate 0.18% among 70,000; inhibition, % at 10 µM; O75874; IDH1 R132H reductase, diaphorase/resazurin fluorescence, 60 min; in the data active = inhibition above about 34%;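 also: 0% = DMSO and 100% = no enzyme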
# Target sequence (O75874 whole entry R132H): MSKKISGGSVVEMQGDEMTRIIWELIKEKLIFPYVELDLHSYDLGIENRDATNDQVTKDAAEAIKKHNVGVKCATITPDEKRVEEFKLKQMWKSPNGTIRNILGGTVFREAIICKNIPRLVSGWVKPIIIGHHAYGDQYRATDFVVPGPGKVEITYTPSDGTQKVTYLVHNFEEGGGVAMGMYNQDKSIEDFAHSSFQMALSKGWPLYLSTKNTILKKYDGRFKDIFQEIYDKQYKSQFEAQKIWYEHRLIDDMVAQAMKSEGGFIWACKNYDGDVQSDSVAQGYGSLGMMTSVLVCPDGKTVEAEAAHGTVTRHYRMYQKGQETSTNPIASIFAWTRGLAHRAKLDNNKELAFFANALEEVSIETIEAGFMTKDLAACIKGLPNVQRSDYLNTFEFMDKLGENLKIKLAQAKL
# * marks the source's active call; other numbers are inactive results; . = not tested or not shown. An excerpt; the hit share may differ from the screen's.
smiles | PRC2 inh | IDH1 mut inh
COCC(=O)Nc1ccc2c(c1)[C@H]1C[C@@H](CC(=O)N3CCOCC3)O[C@@H](CO)[C@H]1O2 | 2 | -1.2
C[C@H](CO)N1C[C@H](C)[C@@H](CN(C)S(=O)(=O)c2ccccc2F)Oc2cc(C#Cc3ccccc3)ccc2S1(=O)=O | . | 0.8
COc1ccccc1S(=O)(=O)N[C@@H]1CC[C@@H](CCNC(=O)C2CC2)O[C@H]1CO | 4 | 0.2
C[C@@H]1CN([C@@H](C)CO)C(=O)c2cc(C#Cc3ccccc3F)cnc2O[C@@H]1CN(C)S(=O)(=O)c1ccccc1F | 20 | -3.0
O=C(Cc1ccccn1)NCC[C@H]1CC[C@@H](NC(=O)CN2CCOCC2)[C@@H](CO)O1 | 10 | -0.2
CCCNC(=O)Nc1ccc2c(c1)OC[C@H](C)NC[C@@H](C)[C@@H](OC)CN(C)C2=O | -1 | 0.3
Cc1ccc(S(=O)(=O)NC(C)C(=O)Nc2ccc(Oc3ccccc3)cc2)cc1 (centres undefined) | 18 | -0.4
C[C@@H]1CN([C@H](C)CO)C(=O)Cc2cc(NC(=O)Nc3ccc(F)cc3)ccc2O[C@H]1CN(C)C(=O)Nc1ccc(C(F)(F)F)cc1 | . | 1.8
C[C@H](CO)N1C[C@H](C)[C@H](CN(C)C(=O)Nc2cccc(F)c2)OCc2ccccc2-c2ccccc2C1=O | -4 | -9.6
C[C@H]1CCCCO[C@@H](CN(C)C(=O)c2ccccc2)[C@@H](C)CN([C@@H](C)CO)C(=O)c2cc(NC(=O)C3CCCCC3)ccc2O1 | . | 0.0
C[C@@H]1CN([C@H](C)CO)C(=O)c2cc(NC(=O)CCCCCC(=O)Nc3ccccc3N)ccc2O[C@@H]1CN(C)S(=O)(=O)c1ccc(F)cc1 | -6 | .
CCc1cccc(C)c1NC(=O)CN(C)S(=O)(=O)c1ccc(Cl)cc1 | -6 | 0.4
COc1ccc(S(=O)(=O)Nc2ccc3c(c2)CC(=O)N([C@@H](C)CO)C[C@@H](C)[C@@H](CN(C)S(=O)(=O)c2cn(C)cn2)O3)cc1 | . | 0.6
C[C@@H]1CN([C@@H](C)CO)C(=O)c2cc(-c3cccc(C(=O)N(C)C)c3)cnc2O[C@H]1CN(C)C | -6 | -0.1
Cc1cccc(S(=O)(=O)N(C)C[C@H]2OCc3ccccc3-c3c(n(C)c4ccccc34)C(=O)N([C@H](C)CO)C[C@@H]2C)c1 | -61 | .
C[C@@H]1CN([C@H](C)CO)C(=O)CCCn2nncc2CO[C@H]1CN(C)C(=O)C1CC1 | . | -3.8
C[C@@H]1CCCCO[C@H](CN(C)Cc2ccc(Cl)c(Cl)c2)[C@@H](C)CN([C@@H](C)CO)C(=O)c2cc(NC(=O)Nc3ccccc3)ccc2O1 | . | 1.2
C[C@H]1CN([C@@H](C)CO)C(=O)c2cc(-c3cccnc3)cnc2O[C@@H]1CN(C)C(=O)Nc1ccc(F)cc1 | -2 | -0.4
O=C(NCC[C@H]1CC[C@@H](NS(=O)(=O)c2ccccc2)[C@H](CO)O1)c1ccccc1F | 0 | 0.0
Cc1ccc(S(=O)(=O)N(C)C[C@@H]2Oc3c(NC(=O)C4CCOCC4)cccc3C(=O)N([C@H](C)CO)C[C@@H]2C)cc1 | 0 | 3.6
CCCCc1cc2ccccc2c(OCCN(C)C)n1 | -1 | -0.8
COc1ccc([N+](=O)[O-])cc1NC(=O)CN(c1ccc(F)cc1)S(C)(=O)=O | -3 | -0.4
C[C@H](NC(=O)C[C@@H]1CC[C@@H](NS(=O)(=O)c2cccc(F)c2)[C@H](CO)O1)c1ccccc1 | 3 | -0.1
C[C@@H]1CN([C@H](C)CO)S(=O)(=O)c2ccc(-c3ccccc3)cc2O[C@@H]1CN(C)CC1CC1 | -23 | 1.5
COc1ccc(NC(=O)N(C)C[C@H]2OCCCC[C@@H](C)Oc3ccc(NC(=O)Nc4ccc(F)cc4)cc3C(=O)N([C@H](C)CO)C[C@@H]2C)cc1 | . | -1.4

# Three entries from above, with each value named:
CCCNC(=O)Nc1ccc2c(c1)OC[C@H](C)NC[C@@H](C)[C@@H](OC)CN(C)C2=O
  PRC2 inh: -1; IDH1 mut inh: 0.3

Cc1ccc(S(=O)(=O)NC(C)C(=O)Nc2ccc(Oc3ccccc3)cc2)cc1 (centres undefined)
  PRC2 inh: 18; IDH1 mut inh: -0.4

C[C@@H]1CN([C@H](C)CO)C(=O)Cc2cc(NC(=O)Nc3ccc(F)cc3)ccc2O[C@H]1CN(C)C(=O)Nc1ccc(C(F)(F)F)cc1
  PRC2 inh: .; IDH1 mut inh: 1.8

# Next compounds
smiles | PRC2 inh | IDH1 mut inh
COc1ccc(-c2cn(CC(=O)N3CCOCC3)nn2)cc1OC | 0 | .
C[C@H](CO)N1C[C@H](C)[C@H](CN(C)CC2CCCCC2)Oc2ccc(NC(=O)C3CCCCC3)cc2CC1=O | . | 2.3
C[C@H](CO)N1C[C@H](C)[C@H](CN(C)C(=O)c2cccc(F)c2)Oc2ncc(-c3cccc(F)c3)cc2C1=O | . | -0.6
CCC(=O)N(C)C[C@@H]1Oc2ncc(C#Cc3ccccc3)cc2C(=O)N([C@@H](C)CO)C[C@@H]1C | -17 | -0.1
COc1ccc(-c2ccc3c(c2)O[C@H](CN(C)Cc2ccccc2C(=O)O)[C@H](C)CN([C@H](C)CO)S3(=O)=O)cc1 | 3 | 4.3
C[C@H]1CN([C@@H](C)CO)C(=O)c2cc(NC(=O)Nc3ccc(F)cc3)ccc2O[C@H]1CN(C)S(=O)(=O)c1ccccc1 | -5 | 0.3
CN1CCN(C(=O)C[C@@H]2C[C@H]3c4cc(NS(C)(=O)=O)ccc4O[C@H]3[C@@H](CO)O2)CC1 | 1 | 0.1
O=C(Nc1ccccc1F)N[C@H]1CC[C@H](CCNC(=O)C2CCC2)O[C@H]1CO | 4 | -0.1
CC(=O)c1cccc(NC(=O)CN(C2CCCCC2)S(=O)(=O)c2c(C)cc(C)cc2C)c1 | 3 | 0.1
COCC(=O)Nc1ccc2c(c1)C(=O)N(C)C[C@@H](OC)[C@H](C)CN(C)[C@@H](C)CO2 | 4 | 0.0
C[C@@H]1CN([C@H](C)CO)C(=O)c2cc(C#Cc3ccc(F)cc3)cnc2O[C@@H]1CN(C)Cc1ccccn1 | -8 | 0.1
COc1ccccc1C(=O)Nc1ccc2c(c1)C(=O)N(C)C[C@@H](OC)[C@@H](C)CN[C@H](C)CO2 | 3 | 0.4
COc1ccc(NC(=O)N(C)C[C@@H]2Oc3c(NS(=O)(=O)c4c(C)noc4C)cccc3C(=O)N([C@H](C)CO)C[C@@H]2C)cc1 | . | 1.1
O=C(Nc1ccccc1)C1=C[C@H](C2CCCCC2)C[C@H](OCc2ccc(CO)cc2)O1 | 19 | .
O=C(CN1CCOCC1)N[C@H]1CC[C@@H](CCNC(=O)C2CCCCC2)O[C@H]1CO | 5 | 0.1
O=C(CCCOc1ccc(Cl)cc1Cl)Nc1ccncc1 | -22 | 7.4
CCCNC(=O)C[C@@H]1C[C@@H]2c3cc(NC(=O)Cc4ccncc4)ccc3O[C@@H]2[C@H](CO)O1 | -13 | -0.7
COc1ccc(CN(C)C[C@@H]2Oc3ccc(NS(=O)(=O)c4ccc(C)cc4)cc3CC(=O)N([C@H](C)CO)C[C@H]2C)cc1 | 10 | 0.1
CO[C@H]1CN(C)C(=O)c2cc(NS(=O)(=O)CC(F)(F)F)ccc2OC[C@H](C)N(Cc2cccnc2)C[C@@H]1C | 5 | -0.5
C/C=C/c1cnc2c(c1)C(=O)N([C@H](C)CO)C[C@@H](C)[C@H](CN(C)S(=O)(=O)c1ccc(F)cc1)O2 | . | -0.3
C[C@@H]1CN([C@@H](C)CO)C(=O)c2cc(NC(=O)Cc3ccccc3)ccc2O[C@H]1CN(C)C(=O)Nc1ccc2c(c1)OCO2 | -5 | -1.9
Cc1ccc(S(=O)(=O)Nc2cc(S(=O)(=O)c3ccc(C)cc3)c(O)c3ccccc23)cc1 | 41 | 3.6
C[C@H](CO)N1C[C@H](C)[C@@H](CN(C)S(=O)(=O)c2cn(C)cn2)Oc2ccc(NC(=O)CCCN(C)C)cc2C1=O | . | 3.2
Cc1ccc(S(=O)(=O)N(C)C[C@@H]2OCCCC[C@H](C)Oc3ccc(NC(=O)Nc4c(C)noc4C)cc3C(=O)N([C@@H](C)CO)C[C@H]2C)cc1 | . | -0.8
O=C(Nc1ccc2c(c1)[C@@H]1C[C@H](CC(=O)N3CCCCC3)O[C@H](CO)[C@@H]1O2)c1ccc2c(c1)OCO2 | -1 | -3.5

# (further entries)
smiles | PRC2 inh | IDH1 mut inh
COCC(=O)N1C[C@@H](C)[C@@H](OC)CN(C)C(=O)c2ccc(NC(=O)c3ccc(F)cc3)cc2OC[C@H]1C | 0 | 0.3
C[C@H](CO)N1C[C@H](C)[C@@H](CN(C)C(=O)Nc2cccc3ccccc23)Oc2c(cccc2N(C)C)C1=O | 3 | 1.5
O=C(CCCCCC(=O)N/N=C/c1ccc([N+](=O)[O-])c(O)c1)NO | -18 | -0.3
CCO[C@H]1OC(C(N)=O)=C[C@@H](c2ccc(Br)cc2)[C@@H]1CCCO | 2 | .
COCC#Cc1cnc2c(c1)C(=O)N([C@@H](C)CO)C[C@H](C)[C@@H](CN(C)C(C)=O)O2 | -4 | -5.8
CC(=O)N(C)C[C@H]1Oc2cc(Br)ccc2S(=O)(=O)N([C@@H](C)CO)C[C@@H]1C | 3 | -2.2
C[C@H](CO)N1C[C@H](C)[C@H](CN(C)C(=O)NC2CCCCC2)OCc2ccccc2-c2ccccc2C1=O | 5 | -1.3
C[C@@H]1CCCCO[C@H](CN(C)Cc2ccc(C(=O)O)cc2)[C@H](C)CN([C@@H](C)CO)C(=O)c2cc(NC(=O)c3ccccc3)ccc2O1 | . | 3.2
C[C@@H]1CN([C@H](C)CO)C(=O)c2cccc(NC(=O)c3ccc(-c4nccs4)cc3)c2O[C@@H]1CN(C)C(=O)Nc1ccccc1 | . | -9.5
C[C@@H]1CN([C@H](C)CO)C(=O)c2cccc(NC(=O)CCCCCC(=O)Nc3ccccc3N)c2O[C@H]1CN(C)Cc1ccc(Oc2ccccc2)cc1 | -3 | 0.3
C[C@@H]1CN([C@@H](C)CO)S(=O)(=O)c2ccc(C3=CCCC3)cc2O[C@H]1CN(C)Cc1cccnc1 | -1 | 77*
COCC(=O)N(C)C[C@@H]1Oc2cc(C#C[C@H](C)O)ccc2S(=O)(=O)N([C@@H](C)CO)C[C@H]1C | -4 | 0.4
Cc1cccc(NC(=O)CN2C(=O)CNC2=O)c1 | -24 | -0.2
CCCC(O)C#Cc1cnc2c(c1)C(=O)N([C@H](C)CO)C[C@H](C)[C@H](CN(C)S(=O)(=O)c1ccccc1)O2 (some centres undefined) | . | -1.4
CC(C)C#Cc1ccc2c(c1)O[C@@H](CN(C)C(=O)Cc1ccccn1)[C@@H](C)CN([C@@H](C)CO)S2(=O)=O | 2 | 0.4
O=C(Nc1cccc(Cl)c1)N[C@@H]1CC[C@@H](CCn2cc(Cc3ccccc3)nn2)O[C@@H]1CO | 7 | 0.3
CC(C)C#Cc1cnc2c(c1)C(=O)N([C@H](C)CO)C[C@H](C)[C@H](CN(C)C(=O)Nc1cccc(F)c1)O2 | . | -2.2
C[C@@H]1CN([C@H](C)CO)C(=O)c2cc(NC(=O)Nc3ccccc3)ccc2O[C@@H]1CN(C)C | -1 | .
O=C(CCCCCC(=O)N/N=C/CCC1CCCCC1)NO | -14 | 0.2
C[C@@H]1CN([C@@H](C)CO)C(=O)c2cc(NC(=O)CCCCCC(=O)Nc3ccccc3N)ccc2O[C@H]1CN(C)C(=O)Nc1ccc(F)cc1 | 1 | .
CCOC(=O)c1sc(NC(=O)CSc2nccc(C)n2)c(C#N)c1C | -2 | 0.2
C[C@H](O)C#Cc1ccc2c(c1)O[C@H](CN(C)CC1CC1)[C@H](C)CN([C@H](C)CO)S2(=O)=O | 18 | .
COc1ccc(C)cc1S(=O)(=O)N(C)CC(N)=O | -9 | -0.3
C[C@@H]1CCCCO[C@H](CN(C)C(=O)Nc2ccc(F)cc2)[C@H](C)CN([C@H](C)CO)C(=O)c2cc(NS(C)(=O)=O)ccc2O1 | . | 2.9
COC(=O)c1c(NC(=O)CCC(=O)O)sc2c1CC(C)(C)OC2 | -15 | -0.4

# The results go on.
smiles | PRC2 inh | IDH1 mut inh
CCCN(C)C[C@H]1OCCCC[C@@H](C)Oc2ccc(NS(C)(=O)=O)cc2C(=O)N([C@@H](C)CO)C[C@H]1C | -10 | .
C[C@@H](NC(=O)C[C@H]1CC[C@H](NC(=O)C2CCC2)[C@H](CO)O1)c1ccccc1 | -4 | 0.3
O=c1[nH]c(CSCCO)nc2c1C1(CCCCC1)Cc1ccccc1-2 | -7 | 1.4
CO[C@@H]1CN(C)C(=O)c2cc(NS(=O)(=O)c3ccc(Cl)cc3)ccc2OC[C@H](C)N(C)C[C@H]1C | 5 | -0.2
CC(C)C#Cc1ccc2c(c1)O[C@@H](CN(C)C(=O)C1CC1)[C@@H](C)CN([C@H](C)CO)S2(=O)=O | 17 | .
C[C@@H]1CN([C@@H](C)CO)C(=O)CCCn2cc(nn2)CO[C@@H]1CN(C)C(=O)Nc1cccc(C(F)(F)F)c1 | 6 | -0.9
CC(C)NC(=O)N(C)C[C@@H]1Oc2ccc(NC(=O)c3ccncc3)cc2CC(=O)N([C@@H](C)CO)C[C@@H]1C | . | 14
C[C@@H]1CN([C@@H](C)CO)C(=O)c2cc(NC(=O)C3CCCCC3)ccc2O[C@H]1CN(C)Cc1ccc(C(=O)O)cc1 | . | 1.4
